# TCR CD3 inh = inhibitors of human TCR-CD3 interaction; TAMRA-labeled TCR probe fluorescence, biochemical; inhibition, % at 9.4 µM; hit rate 0.37% among 360,000; in the data active = inhibition above about 19%;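 also: recombinant mutant TCR 2C K166C tagged with TAMRA read by polarization; 0% = receptor in buffer alone and 100% = receptor with positive control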
# DDE Tn6 FP inh = DD(E)-Tn6 binding inhibition, primary FP screen; P02675; Fibrin DD(E) TRITC-Tn6 fluorescence polarization displacement; inhibition, % at 8.3 µM; hit rate 0.21% among 370,000;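 active = inhibition above a per-campaign cutoff: mean of compounds within control limits plus 3 SD, cut at about 15% in these data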;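 also: 0% = median of all compound wells on the plate and 100% = blocking peptide control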
# Tn7 DDE FP = DD(E)-Tn7 binding inhibition, primary FP screen; FP displacement of FITC-Tn7 peptide from fibrin DD(E); 0% = median of compound wells per plate; inhibition, % at 8.3 µM; hit rate 0.13% among 370,000; AID 720508;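 active = inhibition above the mean of compounds falling within the control limits plus 3 SD of them, cut at about 14% in these data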;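 also: 0% = plate median of compound wells and 100% = 10 µM Aha-Tn7 peptide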
#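 Assay system: Human clot-derived fibrin DD(E) complex | Buffer or medium: Tris/NaCl/CaCl2 buffer, pH 7.8 | Repeats: One replicate per compound | Benchmarks: Aha-Tn7 high control | Measure: % inhibition scaled between sample-field median and high-control FP | Schedule: 10 min plus 3 h, room temperature | Signal: Fluorescence polarization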
# SIAE inh = human SIAE inhibition, primary screen; Q9HAT2; SIAE FP-Rh probe binding, fluorescence polarization; inhibition, % at 9.66 µM; hit rate 0.69% among 370,000;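 active = inhibition above a cutoff: mean of compounds within the control limits plus 3 SD of those, cut at about 17% in these data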;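 also: 0% = plate median of compound wells and 100% = probe without SIAE protein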
# MBD2 DNA inh = inhibitors of human MBD2 binding to methylated oligonucleotide | Q9UBB5 | TR-FRET | inhibition, % at 4.4 µM | hit rate 0.31% among 370,000; in the data active = inhibition above about 13%
# Target sequence (Q9UBB5 whole entry, looked up): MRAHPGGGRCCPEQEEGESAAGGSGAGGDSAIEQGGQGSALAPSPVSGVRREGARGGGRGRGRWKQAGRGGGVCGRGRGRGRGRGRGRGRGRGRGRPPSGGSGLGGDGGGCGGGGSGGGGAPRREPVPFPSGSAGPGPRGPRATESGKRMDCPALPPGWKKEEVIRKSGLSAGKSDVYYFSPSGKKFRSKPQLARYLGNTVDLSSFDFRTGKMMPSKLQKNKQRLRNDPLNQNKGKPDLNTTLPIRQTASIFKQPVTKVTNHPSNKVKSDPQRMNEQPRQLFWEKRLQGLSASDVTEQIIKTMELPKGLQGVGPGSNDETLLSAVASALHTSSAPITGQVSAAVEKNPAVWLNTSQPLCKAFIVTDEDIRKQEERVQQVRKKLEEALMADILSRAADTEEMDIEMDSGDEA
# proKLK7 act = activates the human kallikrein-7 zymogen. purified proKLK7, EDANS-DABCYL substrate fluorescence; 100% is mature enzyme control, 0% vehicle. hit rate 0.9% among 370,000. activation, % at 7 µM;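 active = activation above the mean of all tested compounds plus 3 SD, computed per campaign excluding outliers beyond control limits, cut at about 13% in these data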
# Target sequence (P49862 whole entry, looked up): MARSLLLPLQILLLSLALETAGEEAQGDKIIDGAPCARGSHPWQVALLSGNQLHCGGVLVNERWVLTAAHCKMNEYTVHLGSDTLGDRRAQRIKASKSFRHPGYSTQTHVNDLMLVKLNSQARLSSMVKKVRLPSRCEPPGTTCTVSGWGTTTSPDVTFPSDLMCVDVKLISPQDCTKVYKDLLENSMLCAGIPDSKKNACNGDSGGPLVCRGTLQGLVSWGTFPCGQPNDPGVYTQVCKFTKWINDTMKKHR
# UHRF1 MBD2 ctr = blocks human UHRF1 binding to methylated DNA | Q96T88 | UHRF1 binding to methylated oligo, TR-FRET | AID 687016 | hit rate 0.75% among 370,000 | inhibition, % at 4.4 µM; in the data active = inhibition above about 21%;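 also: UHRF1 SRA domain binding a hemimethylated CpG hairpin DNA probe; 0% = median of test compound wells and 100% = reference inhibitor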
# LEDGF integ inh = blocks HIV-1 LEDGF/p75-dependent DNA integration. AID 743269. inhibition, % at 3.7 µM. TR-FRET IN-LEDGF/p75 DNA integration, Eu/Cy5. hit rate 0.64% among 370,000;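 active = inhibition above the screen-wide mean plus 3 SD, cut at about 13% in these data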;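 also: signal is the Cy5 over europium emission ratio at 671 and 618 nm; 0% = plate median of compound wells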
# PRMT1 FP inh = inhibitors of human PRMT1 | inhibition, % at 2.79 µM | AID 652257 | recombinant PRMT1, activity-based probe fluorescence polarization | hit rate 1.3% among 370,000;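 active = inhibition above about 21% made by adding two undisclosed values, limit read from the data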
# TDP2 absorb = TDP2 (human) inhibition, absorbance primary screen | recombinant TDP2, T5PNP hydrolysis, p-nitrophenol absorbance 415 nm | hit rate 0.34% among 370,000 | inhibition, % at 12.8 µM;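 active = inhibition above the mean of all tested compounds plus 3 SD, set per campaign, cut at about 25% in these data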;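 also: 0% = DMSO with enzyme and 100% = buffer with substrate but no TDP2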
# Target sequence (O95551 whole entry, looked up): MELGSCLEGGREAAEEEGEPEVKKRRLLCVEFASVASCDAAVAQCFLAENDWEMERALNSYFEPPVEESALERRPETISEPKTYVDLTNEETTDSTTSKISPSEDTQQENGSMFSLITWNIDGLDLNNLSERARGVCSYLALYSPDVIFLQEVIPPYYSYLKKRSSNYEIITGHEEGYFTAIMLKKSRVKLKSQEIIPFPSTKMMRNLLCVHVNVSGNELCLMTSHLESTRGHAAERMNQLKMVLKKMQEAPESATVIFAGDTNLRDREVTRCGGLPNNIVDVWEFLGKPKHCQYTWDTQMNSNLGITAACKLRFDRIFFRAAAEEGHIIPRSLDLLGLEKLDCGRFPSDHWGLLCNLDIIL
#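 System – recombinant human TDP2 · Amount – 120 nM TDP2 per well · Buffer or medium – Mg2+-containing Tris-HCl buffer, pH 7.5 · Reagent – T5PNP substrate, 5 mM · Dosing – 12.8 µM single point, 1% DMSO · Incubation – 2 h at 37 °C · Measured by – epi absorbance · Read-out basis – percent inhibition · Benchmarks – high control without enzyme, low control DMSO plus TDP2 · Repeats – singlicate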
# * = called active by the depositor.
SMILES,TCR CD3 inh,DDE Tn6 FP inh,Tn7 DDE FP,SIAE inh,MBD2 DNA inh,proKLK7 act,UHRF1 MBD2 ctr,LEDGF integ inh,PRMT1 FP inh,TDP2 absorb
C=CCN1C[C@H](COC(=O)CSc2ccccc2)Oc2cccc(F)c2S1(=O)=O,-2,-2,2,-3,1,0.5,0,-1,3,6
COc1ccc(/C(N)=N/OC(=O)Cc2cccs2)cc1,4,-10,-2,1,2,0.0,1,1,-1,0
O=C1c2c(O)cc(O)cc2O[C@@]12c1c(cc(O)c3c1O[C@H](c1ccc(O)cc1)[C@@H](O)C3)O[C@@H]2c1ccc(O)cc1,8,-9,6,-2,4,1.8,24*,18*,12,7
O=C(c1cccc(Cl)c1)C1CCCN(Cc2ccc(N3CCNC3=O)cc2)C1 (stereo not given),1,1,4,5,-6,0.6,0,1,-4,-16
CN(C(=O)c1sc2nc(N3CCCC3)c3c(c2c1N)CC(C)(C)OC3)c1ccccc1,2,-4,-4,9,-3,-0.8,-4,3,5,10
CCN(CC)S(=O)(=O)c1cccc(C(=O)N[C@H](C(=O)NNC(=O)c2ccccc2)C(C)C)c1,4,0,3,-7,-1,-0.1,0,1,-1,-2
CCN(CC)S(=O)(=O)c1cccc(C(=O)NC(C(=O)Nc2nnc(C3CC3)s2)C(C)C)c1 (stereo not given),-9,3,-7,0,-6,-0.2,-3,1,0,-9
CC(=O)c1cc2c(cc1NC(=O)CCNC(=O)c1ccccc1Cl)OCO2,4,1,-2,2,1,1.1,-1,2,1,5
CN1C(=O)Cc2cc(S(=O)(=O)N3CCN(c4cccc(Cl)c4)CC3)ccc21,-5,-6,4,0,3,0.3,6,1,-4,4
Cc1nn(Cc2cccc(C(=O)N3N=C(C(F)F)CC3(O)C(F)F)c2)c(C)c1[N+](=O)[O-] (stereo not given),4,9,-2,0,2,-0.5,-1,1,1,0
COc1ccc(S(=O)(=O)N(Cc2ccc(OC)c(OC)c2)Cc2ccco2)cc1,-2,-4,0,7,1,0.9,5,3,5,0
O=C(NCCNc1ccccc1[N+](=O)[O-])c1ccccc1F,-16,16*,-1,0,-6,0.1,-7,-3,2,-1
C=CCOc1cccc(C2C(C(=O)c3ccc(C)o3)=C(O)C(=O)N2Cc2ccncc2)c1 (stereo not given),-3,-12,-6,5,0,0.2,-6,0,1,4
COc1ccc(NC(=O)CSc2ccccc2)c([N+](=O)[O-])c1,2,7,3,-2,3,-0.4,-1,-5,0,3
COc1ccccc1N1CCN(C2C(=O)Nc3ccccc3-n3nnnc32)CC1 (stereo not given),-9,-9,1,1,-3,-0.7,1,-4,2,-7
O=C(CN(Cc1ccccc1)S(=O)(=O)c1ccc(S(=O)(=O)N2CCOCC2)cc1)Nc1ccccc1,-2,-1,4,-4,4,0.1,2,-1,1,0
Cc1cccc(C(=O)N2CCN(CCNC(=O)C(=O)Nc3ccc(F)cc3)CC2)c1,-4,7,5,3,-3,-0.5,0,-1,-4,2
CC(=O)CCc1c(C)c2cc(C)ccc2[nH]c1=O,0,6,3,8,1,0.0,-2,-4,-1,5
Clc1ccccc1CN1CCN(/N=C/C=C\c2ccco2)CC1,5,-4,-7,3,3,0.3,1,-1,4,-7
C/C=C/c1ccc(OCC(=O)Nc2cc(C(F)(F)F)ccc2N2CCOCC2)c(OC)c1,2,-1,5,1,4,-0.1,0,-2,0,1
CCOC(=O)CC(=O)Nc1ccc(Br)cc1C(=O)O,1,4,1,2,0,-0.1,-4,2,-1,0
CC(=O)c1ccc(OC(=O)Cc2cccc3ccccc23)cc1,3,0,-1,-5,2,0.0,1,-2,1,7
O=C(C1=COCCO1)N1CCN(S(=O)(=O)c2cccc(Br)c2)CC1,6,-6,-5,5,-5,-0.5,0,-2,0,0
CC(=O)Nc1ccc(S(C)(=O)=O)c(C)c1,-2,6,-2,2,-3,0.2,2,1,-2,10
Cc1[nH]n(-c2ccccc2)c(=O)c1/C=N/N(C)c1ccccc1,6,-4,-7,7,-9,-0.1,-3,5,-2,42*

# The last 4 entries of the part before open the next one.
SMILES,TCR CD3 inh,DDE Tn6 FP inh,Tn7 DDE FP,SIAE inh,MBD2 DNA inh,proKLK7 act,UHRF1 MBD2 ctr,LEDGF integ inh,PRMT1 FP inh,TDP2 absorb
CC(=O)c1ccc(OC(=O)Cc2cccc3ccccc23)cc1,3,0,-1,-5,2,0.0,1,-2,1,7
O=C(C1=COCCO1)N1CCN(S(=O)(=O)c2cccc(Br)c2)CC1,6,-6,-5,5,-5,-0.5,0,-2,0,0
CC(=O)Nc1ccc(S(C)(=O)=O)c(C)c1,-2,6,-2,2,-3,0.2,2,1,-2,10
Cc1[nH]n(-c2ccccc2)c(=O)c1/C=N/N(C)c1ccccc1,6,-4,-7,7,-9,-0.1,-3,5,-2,42*
CN(c1ccc(C(=O)NCCSC(C)(C)C)cc1)S(=O)(=O)c1ccccc1,2,-2,-3,0,-2,-0.5,0,0,-1,11
COc1ccc(OCc2cccc(C(=O)Nc3cc(C)on3)c2)cc1,9,2,-7,-1,-5,-0.4,-1,4,0,2
Cc1c(CC(=O)Nc2ccc(Cl)cc2)sc2ccc(Cl)cc12,-2,4,2,-9,0,0.8,-1,3,-2,0
COC(=O)Cn1c2ccccc2c(=O)n1C(C)C,-4,-1,8,2,1,11,1,-7,1,2
COc1cc(C2c3c(-c4cc(Cl)c(C)cc4O)n[nH]c3C(=O)N2Cc2cccnc2)ccc1O (stereo not given),2,-13,-4,-2,3,0.0,-4,-2,0,1
COc1ccccc1-n1c(SCC(=O)NC(C)(C)C)nc(O)c(Cc2ccccc2)c1=O,-4,-4,3,3,6,0.0,22*,0,10,-9
CC1CCN(C(=O)COC(=O)CCC(=O)c2cccs2)CC1,-8,-6,-2,14,-3,0.6,-2,0,-1,0
O=C(NCc1ccccc1F)C1CCN(C(=O)c2sccc2-n2cccc2)CC1,6,-1,-6,5,-2,-0.2,-3,3,-3,-3
N#Cc1cccnc1N1CCN(C(C(=O)NC2CCCC2)c2ccco2)CC1 (stereo not given),-2,4,5,5,2,0.5,18,2,9,5
NC1(C#Cc2ccc3oc(=O)c(-n4cc(C5(O)CCCCC5)nn4)cc3c2)CCCCC1,3,2,-2,13,4,-0.4,10,1,1,-2
Cc1ccc(NC(=O)C2CCCN2S(=O)(=O)c2ccc3c(c2)CCC(=O)N3)cc1Cl (stereo not given),-6,1,-1,7,7,-0.2,0,-3,6,4
COc1ccc(C(O)c2nc(-c3cc(F)cc(F)c3)cs2)cc1 (stereo not given),4,6,-4,-6,-5,0.3,0,-2,-1,-8
C/C(=N\Nc1cc(C)nc(-c2ccccc2O)n1)c1ccccc1,-2,-6,-1,-8,4,-25,-1,2,-2,-4
O=S(=O)(Nc1ccccc1N1CCOCC1)c1ccccc1C(F)(F)F,11,8,8,3,-6,0.2,0,-1,3,6
O=C1[C@H]2[C@@H](C3CC3)N3C(=O)CN(Cc4ccccn4)C(=O)[C@@]3(Cc3ccccc3)[C@H]2C(=O)N1c1ccccc1,9,2,0,1,1,0.3,-1,-4,-2,-8
COc1ccc(NC(=O)c2cc3c(-c4ccc(OC)c(OC)c4)nn(C)c3s2)cc1OC,9,-13,8,19*,-2,-1.1,0,-1,0,4
CCc1ccc(NC(=S)Nc2cc(OC)c(NC(=O)C(C)C)cc2OC)cc1,4,25*,-5,8,-9,0.1,-5,8,9,15
COc1cc(C(=O)ON=C2C(C)=CC(=O)C=C2C)cc(OC)c1OC,-3,4,-6,-3,-6,-0.2,1,-5,7,-12
CC(C)OC(=O)CNc1n[nH]c(=S)[nH]c1=O,6,3,0,10,-2,-0.2,-3,6,0,0
CCOP(=O)(OCC)C(NC(=O)c1cccs1)c1ccccc1 (stereo not given),1,1,3,5,-4,-1.0,1,-4,-1,-7
O=C(C1CC1)N(CCc1ccccc1)Cc1nc2ccccc2c(=O)[nH]1,2,7,4,5,2,-0.6,-2,-1,-1,1
CC(C)n1cnc2cc(NCc3ccccc3O)ccc21,-1,8,3,8,-6,0.7,-1,-2,-2,-1
Cc1ccc(Sc2ncccc2COC(=O)NC(C)C)cc1,8,-1,4,-4,-2,-0.3,0,-2,1,-8
CC1CN(c2ccc(Oc3ccccc3)cc2)c2nc3c(c(=O)[nH]c(=O)n3C)n2C1 (stereo not given),10,-8,-2,-1,0,0.2,0,1,-1,-5
O=C(c1cc2cc(Br)cc(Br)c2oc1=O)N1CCCC1,-10,3,0,-12,4,0.4,1,0,3,-2
SMILES,TCR CD3 inh,DDE Tn6 FP inh,Tn7 DDE FP,SIAE inh,MBD2 DNA inh,proKLK7 act,UHRF1 MBD2 ctr,LEDGF integ inh,PRMT1 FP inh,TDP2 absorb
COc1ccc(OC)c(CN2CCN(C(=O)c3ccc(F)cc3)CC2)c1,-3,4,2,-4,1,-0.2,-2,-4,3,23
COc1ccccc1Cn1c(=O)c2ccccc2n2c(SCC(=O)N3CCCCC3)nnc12,1,4,-1,1,4,0.3,2,-1,-4,-7
Cc1ccc2ccccc2c1CSc1nc(N)nc2c1ncn2CC(C)C,-4,-4,-1,-12,1,0.2,-1,0,0,1
C[C@H]1CN([C@@H](C)CO)C(=O)CCCn2nncc2CO[C@@H]1CN(C)Cc1ccc(-c2ccccc2)cc1,4,2,1,11,1,0.1,-1,0,-1,-16
COc1cc(OC)cc(-c2c(C#Cc3ccsc3)c3cc(-c4ccc(OC)nc4)ccc3n2C)c1,1,-6,-7,-1,3,-1.9,2,2,0,-8
O=C(CSc1nncn1-c1ccccc1)NCc1cccs1,4,0,0,1,-1,-0.6,0,0,-2,-1
COc1ccc(NS(=O)(=O)c2ccc(O)c(NC(=O)c3ccc(S(=O)(=O)N4CCCCCC4)cc3)c2)cc1,-1,-3,-2,-26,0,1.0,-1,-1,-1,0
O=C(O)CC1S/C(=N/N=C/c2ccc(-c3ccccc3[N+](=O)[O-])o2)NC1=O (stereo not given),-8,-5,6,0,3,0.1,1,4,18,0
O=C(NCc1ccccc1)C(c1ccc(F)cc1)N(Cc1ccc2c(c1)OCO2)C(=O)Cn1nnc(-c2cccs2)n1 (stereo not given),-4,-3,4,3,1,0.0,1,0,-1,9
COc1cc([N+](=O)[O-])ccc1NC(=O)CN1CCN(C(=O)c2ccco2)CC1,1,0,3,4,4,-0.8,0,-1,2,10
N#C/C(=C/C1=C(N2CCOCC2)C(=C/c2ccc(Cl)cc2)/CC1)C(=O)Nc1ccccc1F,-10,1,3,-32,-4,0.7,-2,1,1,2
C=CCn1nc(-c2ccccc2)c(N2CCCCC2)cc1=O,-6,-4,1,2,-4,0.1,3,-2,1,-3
CCN(CC)S(=O)(=O)c1ccc(N2CC(C(=O)N3Cc4ccccc4CC3C(N)=O)CC2=O)cc1 (stereo not given),1,-10,-2,-1,0,-0.3,-1,3,-1,2
CCN(CC)C(=O)Cn1cc(C(=O)C(=O)Nc2ccc3c(c2)OCO3)c2ccccc21,3,0,-3,-1,3,57*,-2,0,-6,-4
